DAX1 inh-1: DAX1 (NR0B1) inhibitors on StAR promoter, primary screen, cell-based, luminescence, SF-1 (NR5A1), full-length DAX-1 | HEK293T StAR-luciferase reporter, SF-1/DAX-1 repression relief | inhibition, % at 6.8 µM | 370,000 compounds, 1.1% hits | AID 652010, 2013;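 active means inhibition above the mean over all tested compounds plus 3 SD, cut at about 3.6% in these data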;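 further: 0% = DAX-1 cells with DMSO and 100% = cells lacking DAX-1 with DMSO; higher inhibition means more luminescence from relief of DAX-1 repression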
Rev-erbA mod: modulators of Rev-erb alpha DNA binding, primary screen, biochemical, FITC-DNA, fluorescence polarization, uHTS | Nuclear receptor subfamily 1 group D member 1 (Homo sapiens), P20393 | Rev-erbα–FITC-DNA binding, 90 min | activity, % at 10 µM | 370,000 compounds, 0.79% hits | AID 1259318, 2017;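 active means activity above about 14%, limit read from the data; passing the limit was not always enough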;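 further: 0% = DMSO wells with 35 nM protein and 100% = DMSO wells with 750 nM protein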
Target sequence (P20393 whole entry, looked up): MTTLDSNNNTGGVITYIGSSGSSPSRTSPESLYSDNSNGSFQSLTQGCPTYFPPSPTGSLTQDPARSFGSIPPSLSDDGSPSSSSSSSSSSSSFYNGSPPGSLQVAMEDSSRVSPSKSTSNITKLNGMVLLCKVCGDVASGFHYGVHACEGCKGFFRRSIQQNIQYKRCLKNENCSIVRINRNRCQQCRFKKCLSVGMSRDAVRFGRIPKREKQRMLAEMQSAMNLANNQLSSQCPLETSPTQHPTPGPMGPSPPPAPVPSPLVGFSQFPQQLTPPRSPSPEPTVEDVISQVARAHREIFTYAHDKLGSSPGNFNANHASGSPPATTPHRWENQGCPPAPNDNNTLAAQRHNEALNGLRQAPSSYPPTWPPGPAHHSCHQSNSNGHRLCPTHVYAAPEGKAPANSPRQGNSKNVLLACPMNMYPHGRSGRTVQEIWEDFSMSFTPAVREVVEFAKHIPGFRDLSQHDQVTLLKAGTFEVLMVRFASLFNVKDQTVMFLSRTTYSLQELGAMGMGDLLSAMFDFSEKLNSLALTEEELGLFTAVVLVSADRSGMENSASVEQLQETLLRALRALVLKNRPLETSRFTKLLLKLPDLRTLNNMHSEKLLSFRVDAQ
ssDAF-12 act: S. stercoralis DAF-12 nuclear receptor activators, primary screen, cell-based, luminescence, HEK293, GRIP1 co-expression, lit1-tk-luc; 370,000 compounds, 1% hits; activation, % at 6.8 µM; HEK293 ssDAF-12/GRIP1 lit1-tk-luc reporter; % of 3 µM dafachronic acid response; Nuclear hormone receptor DAF-12 (Strongyloides stercoralis);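 active means activation above the mean over all tested compounds plus 3 SD, cut at about 0.9% in these data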;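 further: 0% = DMSO-only wells and 100% = 3 µM delta7-dafachronic acid wells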
hgDAF-12 ag: H. glycines DAF-12 receptor agonists, primary screen, cell-based, luminescence, HEK293, GAL4 fusion, UAS-luciferase; Nuclear hormone receptor DAF-12 (Heterodera glycines), GAL4 fusion; HEK293 GAL4-hgDAF12 UAS-luciferase reporter, agonist luminescence; normalized to butyrate control; activation, % at 6.8 µM; 370,000 compounds, 1.8% hits;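 active means activation above a cutoff set at the mean of all screened compounds plus 3 SD, cut at about 10% in these data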;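 further: 0% = DMSO wells and 100% = sodium butyrate wells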
MBD2 inh: inhibitors of MBD2 binding to methylated DNA, primary screen, biochemical, TR-FRET, DNA-binding domain, human. Methyl-CpG-binding domain protein 2 (Homo sapiens), Q9UBB5. MBD2 binding to methylated oligonucleotide. inhibition, % at 4.4 µM. 370,000 compounds, 0.31% hits. AID 686964, 2013; in the data active means inhibition above about 13%
SMARCA2 act: SMARCA2 (BRM) function activators, primary screen, cell-based, luminescence, high throughput; activation, % at 9.1 µM; 370,000 compounds, 1% hits; AID 652017, 2013; MG213 cells, MMTV-luciferase reporter, dexamethasone, overnight; in the data active means activation above about 7.8%;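 further: 0% = vehicle wells and 100% = reference activator wells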
hcDAF12 agonist: H. contortus DAF-12 nuclear receptor activators, primary screen, cell-based, luminescence, HEK293, lit1-tk-luc reporter | activation, % at 6.8 µM | 370,000 compounds, 1.4% hits | HEK293 hcDAF-12 lit1-tk-luc reporter; 0% DMSO, 100% Δ7-dafachronic acid;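 active means activation above the mean of all tested compounds plus 3 SD, cut at about 5.5% in these data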;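 further: 100% = response to 3 µM Δ7-dafachronic acid high control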
ADAM17 inh: ADAM17 inhibitors, primary screen, biochemical, QFRET; Disintegrin and metalloproteinase domain-containing protein 17 (Homo sapiens), P78536; recombinant ADAM17, EDANS/DABCYL FRET peptide cleavage; inhibition, % at 6.95 µM; 370,000 compounds, 0.83% hits;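 active means inhibition above the mean of compounds lying between control limits plus 3 SD, set per campaign, cut at about 8.5% in these data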;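 further: 0% = DMSO-only wells as the low control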
PLC-beta3 inh: human PLC-beta3 inhibitors, primary screen, biochemical, fluorescence; inhibition, % at 12.2 µM; 370,000 compounds, 0.18% hits; 1-phosphatidylinositol 4,5-bisphosphate phosphodiesterase beta-3 (Homo sapiens), Q01970; AID 720704, 2013; Purified PLC-beta3, fluorogenic substrate; in the data active means inhibition above about 11%;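 further: 0% = median of compound wells on plate and 100% = full blocker control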
PLC-gamma1 inh: PLC-gamma1 enzyme inhibitors, primary screen, biochemical, fluorescence, purified enzyme. 1-phosphatidylinositol 4,5-bisphosphate phosphodiesterase gamma-1 (Homo sapiens), P19174. fluorogenic substrate. inhibition, % at 12.2 µM. 370,000 compounds, 0.84% hits. AID 720700, 2013; in the data active means inhibition above about 9.5%
DAX1 inh-2: DAX1 (NR0B1) inhibitors, primary screen, cell-based, HEK293, Gal4-DAX1, luciferase luminescence | 340,000 compounds, 0.99% hits | inhibition, % at 6.75 µM | AID 504766, 2011 | HEK293 Gal4-DAX1 luciferase reporter;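 active means inhibition above the mean over all tested compounds plus 3 SD, cut at about 4.2% in these data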;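 further: 0% = DAX1-transfected cells with DMSO and 100% = empty-vector control cells with DMSO; inhibition shows as a rise in luminescence from relieved DAX1 repression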
Target sequence (P51843 207-470 limits assumed): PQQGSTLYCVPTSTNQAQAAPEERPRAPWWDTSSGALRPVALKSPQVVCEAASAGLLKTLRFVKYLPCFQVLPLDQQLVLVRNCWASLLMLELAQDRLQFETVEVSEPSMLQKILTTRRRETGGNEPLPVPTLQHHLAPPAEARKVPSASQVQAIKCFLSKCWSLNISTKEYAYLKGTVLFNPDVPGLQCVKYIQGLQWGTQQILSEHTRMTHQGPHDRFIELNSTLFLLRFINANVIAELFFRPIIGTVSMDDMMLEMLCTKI
Active calls of the source: *; & = joins results of further samples.

SMILES	DAX1 inh-1	Rev-erbA mod	ssDAF-12 act	hgDAF-12 ag	MBD2 inh	SMARCA2 act	hcDAF12 agonist	ADAM17 inh	PLC-beta3 inh	PLC-gamma1 inh	DAX1 inh-2
CCn1c(=O)cc(OCC(=O)N2CCN(c3ccc(F)cc3)CC2)c2ccccc21	-0.4	-2	-0.6	0.7	-5	0	-0.9	-3	1	3	2.0
COc1cccc(NC(=O)CSc2nnc3ccc(-c4ccncc4)nn23)c1	-0.4	-4	-1.2	3.0	-6	-1	0.4	-2	-10	-2	-1.1
Cc1ccc(C(=O)N2CCCC(C(=O)c3ccc(Oc4ccccc4)cc3)C2)cn1 (stereo not drawn)	-1.9	0	-2.5	-1.2	3	-7	-4.0	2	-2	0	-0.3
C/C(=N\NC(=O)Cn1nc(C)c([N+](=O)[O-])c1C)c1ccc(Cl)s1	-0.2	1	-1.5	0.2	4	-2	-1.2	-2	-3	5	0.5
COC(=O)c1ccc(OC(=O)C2CC(=O)N(c3ccc(C)cc3C)C2)cc1 (stereo not drawn)	-0.6	-7	-1.8	-1.8	-1	3	-0.9	-1	7	3	0.2
CC(=O)c1ccc2c3c(cc(C)c2c1)CCCC3	0.4	3	-0.6	2.1	-2	0	-1.9	-26	-254	-168	3.2
O=C(N/N=C/c1ccco1)c1cc(-c2cccc3ccccc23)n[nH]1	1.0	-3	-1.0	7.8	4	1	-0.1	-5	-4	-5	0.9
CCOC(=O)C1C(=O)NC(N2CCOCC2)=NC1C(C)C (stereo not drawn)	-0.7	5	0.0	2.8	-5	6	2.0	1	5	5	1.4
Nc1nonc1-n1nnc(C(=O)N/N=C/c2c[nH]c3ccccc23)c1-c1ccccc1	-0.8	-1	-0.5	2.2	2	0	2.3	5	-56	-41	0.4
O=C(NCCC1CCCCN1S(=O)(=O)c1cccs1)C(=O)Nc1ccc(F)cc1F (stereo not drawn)	-0.8	-2	-1.2	-2.5	-1	-2	-1.4	-3	-10	3	1.1
Cc1ccc(NC(=O)c2c(Cl)nc3ccccn23)cc1	3.4	-1	1.1*	13*	-3	1	12*	0	2	-1	3.0
C=CCN1C(=O)/C(=C/c2ccc(OCC(=O)O)cc2)S/C1=N/c1nccs1	0.6	-3	-0.9	-1.5	-6	2	-0.3	-2	1	-1	-0.7
Cc1csc(=O)n1CC(=O)OCC(=O)Nc1cc(Cl)ccc1[N+](=O)[O-]	0.0	0	-0.2	1.4	-5	1	7.3*	-6	-1	2	0.1
CCOc1cc(C(=O)O)cc(Cl)c1OC	0.0	-1	-1.3	0.6	0	1	-1.9	-2	-1	3	-0.5
CC(=Nc1ccccc1C)C1=C(O)CSC1=O	0.2	3	-1.4	7.0	-2	4	3.4	-7	-9	-11	0.1
CCOc1ccccc1C(=O)Nc1nccs1	-0.9	2	-1.3	0.3	1	1	-2.0	-4	1	-1	-0.8
COc1cc(NC(=O)c2ccc3c(c2)OCCO3)ccc1NC(=O)c1ccccc1Cl	-1.0	-3	-1.6	0.4	-2	3	-1.1	0	-5	-2	-0.8
COc1ccc(/C=N/N(C(C)=O)c2nc(-c3ccc(C)cc3)cs2)cc1	-0.3	-4	-1.3	0.4	4	-1	-1.1	-1	0	-1	2.1
Fc1ccc(SCCc2ccccn2)cc1	0.4&0.2	-1&0	-0.9&-1.1	2.2&3.3	1&0	2&1	1.9&0.2	-5&-3	-6&-7	-4&1	0.3
Cn1c(SCC(=O)c2ccc(O)c(O)c2)nnc1-c1cccs1	-0.8	-21	-1.1	-0.1	-3	0	-0.6	-2	1	1	0.5
CC(=O)N1CCn2c3c(c(=O)c4cc(C)ccc42)CCC31 (stereo not drawn)	-0.4	6	-1.1	-0.1	-7	3	-0.1	-20	-120	-98	-0.9
O=S(=O)(NC1CCCCC1N1CCN(c2ccccc2F)CC1)c1ccccc1 (stereo not drawn)	-0.4	-4	-1.3	-1.7	4	-2	-2.1	8	-3	6	-0.1
CC(NC(=O)c1ccc2c(=O)n3c(nc2c1)CCC3)c1ccc(S(N)(=O)=O)cc1 (stereo not drawn)	-0.6	5	0.4	3.4	0	-2	2.2	-12	-13	-17	0.8
O=C(OCCN1CCCCC1)c1ccc(O)cc1	0.1	1	-1.4	0.9	8	1	0.1	-4	3	2	0.4
Cc1ccc(S(=O)(=O)Nc2ccc(N3CCCCC3)cc2)cc1	-0.3	-3	-1.6	-0.8	-4	-4	-0.8	0	-4	-1	3.9
COc1ccc2c(Cl)c(C(=O)NN)sc2c1	1.1	0	-1.4	1.4	-1	0	0.0	-2	-7	-7	0.0
O=C(Oc1ccc(C(=S)N2CCC(O)CC2)cc1)c1ccc(Cl)cc1	-0.3	6	-1.7	2.9	4	-1	-1.1	0	-2	-1	0.2
CO[C@H]1O[C@H](CBr)[C@@H](OC(=O)c2ccccc2)[C@H](O)[C@H]1O	-0.3	1	-1.0	-1.3	2	-1	-2.1	1	-4	0	1.7
O=C1NC[C@H](Cc2ccccc2)N(CC2CCN(CCc3ccccc3)CC2)C1=O	1.3	5	-0.3	2.2	-5	-5	-0.7	-5	-4	3	-0.7
Cc1ccc(NC(=O)CN(C)S(=O)(=O)c2ccc3[nH]c(=O)oc3c2)c(C)c1	-0.1	-5	-0.6	-1.9	3	-3	-1.1	-2	-5	1	-0.5
COC(=O)c1ccccc1NC(=O)CSc1nnnn1C1CCCCC1	-0.2	-2	-1.2	0.1	-3	-1	-0.1	2	2	3	-1.5
CCn1cc(-c2cc(C(F)(F)F)n3nc(C(=O)O)cc3n2)c(C)n1	0.2	-14	-1.3	-0.2	-5	1	-1.4	-19	-137	-119	-1.5
Cc1nn(-c2ccccn2)c2c1C(c1ccccc1Cl)C1=C(N2)c2ccccc2C1=O (stereo not drawn)	-0.1	-26	-1.6	-0.4	2	1	-0.5	5	3	7	-1.7
Cc1cc(NC(=O)CSc2nnc(N)s2)c([N+](=O)[O-])cc1C	0.2	0	-1.7	-0.9	-5	1	-0.4	1	1	2	0.7
CCC(C)(C)NC(=O)/C=C/c1cc(OC)c(OC)c(S(=O)(=O)N2CCc3ccccc32)c1	-0.4	-3	-1.2	0.4	-5	-4	0.1	-5	-6	1	0.6
CCOc1cc(-c2noc(CCC(=O)Nc3cccnc3)n2)ccc1OC	-1.3	-4	-1.5	-2.8	0	0	-1.3	1	-3	-2	0.0
C[C@@]12C(=O)N(c3cccc(Cl)c3)C(=O)N1[C@H](c1ccc(Cl)cc1)[C@@H]1C(=O)N(C3CCCCC3)C(=O)[C@@H]12	-0.2	4	-0.7	-2.1	-2	0	0.5	10*	3	3	-0.7
COc1ccc(N2C(=O)CC(Sc3n[nH]c(-c4ccc(C)cc4)n3)C2=O)cc1 (stereo not drawn)	0.1	1	-0.8	3.0	4	0	1.1	-4	1	0	0.5
CCN(CC)C(=O)CN(c1cccc(OC)c1)S(=O)(=O)c1ccc(C)cc1	-0.6	-2	-1.6	-2.4	3	-2	-2.4	-3	-1	3	0.0
O=C(COc1ccc2c(c1)OCO2)Nc1ccccc1C(F)(F)F	1.1	-1	-0.8	4.1	-5	5	0.4	-1	-2	1	-1.0
COC(=O)[C@@]12CCCCN1[C@H](c1ccc(-c3ccc(F)cc3)cc1)[C@H]1C(=O)N(C)C(=O)[C@H]12	-0.1	0	-0.8	-0.8	1	0	-1.2	-2	-1	-2	0.2
Cc1cc(C(=O)C(=O)N(C)C)c(C)n1-c1ccc(Cl)c(Cl)c1	-0.8	5	-1.4	-3.6	-1	-5	-2.0	-4	-2	-4	-0.6
CCOC(=O)c1cccnc1SC(CC)C(=O)N1CCOCC1 (stereo not drawn)	-0.4	2	-1.1	-1.6	4	-1	-1.6	0	0	-1	1.5
CN1CCN(C(CNS(=O)(=O)c2ccc(Cl)cc2)c2cccnc2)CC1 (stereo not drawn)	0.4	1	-1.2	2.9	1	0	-0.7	0	-2	-1	1.0
CCCCCC(=O)c1c(C)[nH]c(C(=O)OCC)c1C	-0.7	-4	-1.3	-2.0	3	4	-2.7	-1	2	-1	-0.4
Cc1cccc(N2CC(C(=O)Nc3ccc(S(=O)(=O)N4CCCCC4)cc3)CC2=O)c1C (stereo not drawn)	-0.8	2	-1.3	-3.0	5	-4	-2.1	-2	-6	2	-1.7
Cc1ccc(-n2nnc3c(=O)n(CC(N)=O)cnc32)cc1	0.3	1	-1.4	3.1	2	5	1.4	2	0	6	-0.6
CC(NC(=O)CN1CCC(C(N)=O)CC1)c1ccccc1 (stereo not drawn)	0.0	-6	-1.5	-0.6	3	-4	-1.2	1	6	4	0.7
O=C(Nc1cccc(F)c1)N1CCC(n2c(=O)[nH]c3ccccc32)CC1	-1.0	1	-1.5	-2.3	1	-3	-1.2	-1	3	2	-2.3
CCOc1ccc(/C=N/NC(=O)c2cc3c(OC)cc(OC)cc3[nH]2)cc1OC	-1.0	2	-1.3	0.2	-2	8	-2.2	-55	-484	-339	-1.6
CCN(c1ccccc1)S(=O)(=O)c1ccc(Cl)c(NC(=O)COC(=O)c2ccc[n+]([O-])c2)c1	-1.1	0	-2.0	-1.1	2	-2	-0.4	0	2	0	0.5
COc1cc(/C=N/NS(=O)(=O)c2ccccc2)c(OC)c(OC)c1	0.6	3	-1.0	-0.2	-4	0	0.4	-10	-11	-3	-0.5
O=C(COC(=O)/C=C/c1cccc(F)c1)Nc1ccccc1-c1ccccc1	-0.8	7	-0.6	-1.7	-1	-4	2.7	0	-2	2	1.1
O=C(COC(=O)C1=COCCO1)Nc1cc(C(F)(F)F)ccc1Cl	-0.8	3	-0.6	2.6	-2	0	-1.2	-3	-3	1	-0.3
COc1ccc(-c2cc(C(=O)N3CCN(c4ccccc4OC)CC3)no2)cc1	0.6	0	-0.5	0.1	6	-2	-1.2	-2	-7	-2	1.0
Cc1ccc(C(NC(=O)NCCCN2CCOCC2)=C(Cl)Cl)cc1F	-0.6	2	-1.1	-3.8	-4	-6	0.4	-6	5	0	0.6

Compound activity (PubChem)
